Source: PubChem BioAssay
Integrin act MD = integrin-mediated muscular dystrophy alleviation activation | hit rate 0.064% among 350,000 | Potency, µM (highest dose often 38.3 µM), without a hit: at the top dose activation, most hits filed as activators | alpha7betagal myoblasts, beta-gal FDG fluorescence, 48 h;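 note: potency is the fitted concentration of half-maximal effect; 100% = response of the positive control SU9516; nearly all actives have a fitted effect of over 60% in size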
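Alpha7betagal+/- myoblasts (passage 13) were plated 16-24 hr, then exposed to compounds (1:260 dilution of DMSO stock) for 48 hours at 37C. After MPER lysis, β-galactosidase reporter activity was read as FDG fluorescence (ex 480/em 540) after 30 minutes.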
Tb PFK inh = blocks T. brucei phosphofructokinase. hit rate 0.17% among 330,000. T. brucei PFK, ADP-Glo luminescence. Potency, µM (titrated, usually from 57.5 µM), for the others: at the top dose activity, negative = inhibition, most hits filed as inhibitors. O15648;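 note: potency is the fitted concentration of half-maximal effect; 0% = uninhibited 1x PFK enzyme wells and -100% = no-enzyme wells; nearly all actives have a fitted effect of over 60% in size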
Target sequence (O15648 whole entry, looked up): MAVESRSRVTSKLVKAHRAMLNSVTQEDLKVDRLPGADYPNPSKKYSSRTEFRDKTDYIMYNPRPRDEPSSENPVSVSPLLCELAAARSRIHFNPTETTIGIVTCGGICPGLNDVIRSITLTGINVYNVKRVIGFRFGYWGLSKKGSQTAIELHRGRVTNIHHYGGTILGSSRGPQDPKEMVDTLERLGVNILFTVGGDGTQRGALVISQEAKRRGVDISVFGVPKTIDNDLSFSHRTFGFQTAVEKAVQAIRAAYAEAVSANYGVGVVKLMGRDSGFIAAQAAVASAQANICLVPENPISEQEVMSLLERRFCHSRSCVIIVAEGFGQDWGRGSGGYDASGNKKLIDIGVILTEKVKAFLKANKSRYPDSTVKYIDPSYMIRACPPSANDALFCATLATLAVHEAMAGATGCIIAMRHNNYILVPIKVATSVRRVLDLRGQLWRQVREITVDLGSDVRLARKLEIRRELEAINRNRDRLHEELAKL
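1.25 nM PFK with 0.5 mM F6P and 0.1 mM ATP in 0.1 M TEA pH 8.0, 5 mM MgCl2, incubated 45 min at room temperature; ADP measured by ADP-Glo luminescence; compounds titrated up to 57 uM.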
Giardia killer = kills Giardia lamblia; activity change, % at 7.66 µM, hits read low; Giardia lamblia trophozoite viability; hit rate 0.15% among 340,000; in the data active = activity change below about -80%; inconclusive = between about -30% and that limit;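 note: parasites exposed to compound for two days anaerobically before the ATP read; % is set by controls: 0 for no effect and ±100 for the full control effect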
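Anaerobic 48 hrs incubation at 37 deg C of 100 trophozoites/well with test compounds; ATPLite 1-Step luminescence, 15-30 min RT, reports cellular ATP as viability.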
B2AR arrestin = agonists driving beta-arrestin recruitment to human beta2-adrenergic receptor. P07550. beta-arrestin recruitment to beta2AR, cell-based reporter. Potency, µM (top dose mostly 46.1 µM), inactives show at the top dose activation, usual class: activators. hit rate 0.02% among 330,000. AID 492947;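 note: potency is the fitted concentration of half-maximal effect; 0% = DMSO controls and full agonism = EC100 isoproterenol or metaproterenol; nearly all actives have a fitted effect of over 65% in size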
Coupling enz = counter-screen for Giardia aldolase inhibitors: coupling enzyme system; activity change, negative = inhibition, % at 58.2 µM, hits read low; hit rate 0.67% among 290,000; coupling enzyme system counterscreen, AmpLite Red fluorescence; in the data active = activity change below about -30%; note: % is set by controls: 0 for no effect and ±100 for the full control effect
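Counterscreen lacking aldolase: glyceraldehyde-3-phosphate coupling-enzyme reagent preincubated 10 min at RT with compound (at 57.5 uM final), then substrate/coupling system with AmpLite Red added; fluorescence read at 525/598 nm after 20 min RT.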
PTAP TSG101 blk = blocks PTAP/TSG101 interaction to inhibit HIV-1 budding | 340,000 tested, under 10 active | Fluorescence polarization, FITC-PTAP peptide / Tsg101 binding | Q99816 | Potency, µM (top dose mostly 115 µM), for inactives: at the top dose activity change, negative = inhibition, actives largely listed as inhibitors; active = well fitted inhibition curve with a large enough effect in the main read-out, with a control signal flat, not every such curve was filed as active; inconclusive = small, poorly fitted or top-dose-only effect, or effect the other way, or a change in a side signal; inactive = no such curve, though single readings can be large or run the other way; note: potency is the fitted concentration of half-maximal effect; % of control where 0% means no effect
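Steps: Tsg101 binding domain dispensed (10 uM final), compounds pinned in DMSO, FITC-labeled PTAP-motif peptide added (50 nM final); after 20 min binding at room temperature, polarization measured.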
S-ASM inh = human S-ASM enzyme inhibition. hit rate 0.006% among 340,000. Potency, µM (titrated, usually from 57.5 µM), inactives show at the top dose activity change, negative = inhibition, hits mostly inhibitors. placental ASM, HMU-PC fluorogenic substrate, 60 min; note: potency is the fitted concentration of half-maximal effect
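Fluorogenic HMU-PC substrate (9 uM final) is turned over by placental ASM in 60 min at 37 C after a 10 min compound preincubation. Reaction ended by alkaline stop (pH 10), with fluorescence read at 386/447 nm.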
Menin MLL FP TR = displaces Texas Red mutant MLL peptide from human menin; O00255; Menin + Texas Red MLL mutant peptide, fluorescence polarization; Potency, µM (top dose mostly 61.6 µM), without a hit: top-dose FP activity change, negative = inhibition, actives largely listed as inhibitors; hit rate 0.23% among 270,000; AID 1768; active = well fitted inhibition curve with a large enough effect in the polarisation, with a control signal flat, not every such curve was filed as active; inconclusive = small, poorly fitted or top-dose-only effect, or effect the other way, or a change in a side signal; inactive = no such curve, though single readings can be large or run the other way; the % refers to the polarisation; note: potency is the fitted concentration of half-maximal effect; % of control where 0% means no effect; many of its hits are not listed in these tables
BCR signal inh = blocks chronic active B-cell receptor signaling; Potency, µM (series often up to 46.1 µM), inactives show at the highest dose ratio change, negative = lower green/red ratio, actives largely listed as inhibitors; hit rate 0.05% among 340,000; ABC-DLBCL IkBa-CBG/CBR reporter, luminescence ratio, 4 h; active = well fitted inhibition curve with a large enough effect in the signal ratio, with a control signal flat, not every such curve was filed as active; inconclusive = small, poorly fitted or top-dose-only effect, or effect the other way, or a change in a side signal; the % refers to the signal ratio;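 note: potency is the fitted concentration of half-maximal effect; plate controls were basal doxycycline-induced cells for no effect and cells given 10 µM MG132 for full effect; MG132 reads +100%, hits lower the ratio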
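Compounds up to 46 uM were incubated four hours with TMD8 cells whose green CBG68 luciferase is fused to IkappaBalpha; red CBR luminescence normalised the signal, and concentration-effect curves were fitted to fusion, red and ratio data.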
PKM2 activator = increases activity of human pyruvate kinase M2. P14618. purified PKM2, Kinase-Glo ATP luminescence, activation; response scale: 0% is enzyme alone, no compound. Potency, µM (highest dose often 57.5 µM), without a hit: at the top dose activation, most hits filed as activators. hit rate 0.34% among 260,000; note: potency is the fitted concentration of half-maximal effect; % is set by controls: 0 for no effect and ±100 for the full control effect; nearly all actives have a fitted effect of over 55% in size
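ATP formation by purified human PK-M2, quantified via coupled luciferase luminescence after 1 h at room temperature with 0.1 mM ADP and 0.5 mM PEP final.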
GALK inhibitor = galactokinase (human) inhibition. P51570. Purified GALK, Kinase-Glo residual ATP luminescence. Potency, µM (top dose mostly 57.5 µM), for inactives: at the top dose activity change, negative = inhibition, most hits filed as inhibitors. hit rate 0.007% among 270,000; note: potency is the fitted concentration of half-maximal effect; % is set by controls: 0 for no effect and ±100 for the full control effect
Target sequence (P51570 whole entry, looked up): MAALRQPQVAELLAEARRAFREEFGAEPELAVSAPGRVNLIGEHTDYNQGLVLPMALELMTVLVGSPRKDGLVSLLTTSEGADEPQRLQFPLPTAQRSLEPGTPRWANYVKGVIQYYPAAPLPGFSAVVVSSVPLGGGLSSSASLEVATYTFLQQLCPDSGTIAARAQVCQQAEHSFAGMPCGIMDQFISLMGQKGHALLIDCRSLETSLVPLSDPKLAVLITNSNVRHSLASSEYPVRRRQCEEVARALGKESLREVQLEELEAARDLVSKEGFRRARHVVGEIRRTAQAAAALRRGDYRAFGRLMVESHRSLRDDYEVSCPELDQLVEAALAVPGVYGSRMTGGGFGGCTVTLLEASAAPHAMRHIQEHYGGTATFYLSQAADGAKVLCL
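5 nM enzyme, 35 uM ATP, 100 uM galactose, 20 mM HEPES pH8.0, 5 mM MgCl2; 1 h RT; residual ATP by Kinase-Glo Plus luminescence, qHTS format.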
* marks the source's active call; other numbers are inactive results; & = joins results of further samples. Unless noted, calls come from the whole dose curve; as a rule, active = well fitted curve in the direction sought with a large enough effect; inconclusive = small, poorly fitted or top-dose-only effect, or another doubt; inactive = no such curve, though single readings can be large; an effect the other way counts as inactive or inconclusive.

For CCOC(=O)c1c(C)[nH]c(C(=O)OCC(=O)c2ccc(OC)cc2OC)c1C the results were Integrin act MD 6%, Tb PFK inh -4%, Giardia killer 13, B2AR arrestin -0.6%, PTAP TSG101 blk 1%, S-ASM inh 0% and BCR signal inh inconclusive.
Screening COc1ccc(Cl)cc1NC(=O)Nc1cc(C)on1 returned Integrin act MD 5%, Tb PFK inh -3%, Giardia killer 3, B2AR arrestin 0.0%, PTAP TSG101 blk 0%, S-ASM inh -3%, BCR signal inh inconclusive, PKM2 activator -1% and GALK inhibitor -1%.
Screening Cc1cc2c(o1)CC(C)(C)CC2=O returned Integrin act MD 17%, Tb PFK inh -1%, Giardia killer 17, B2AR arrestin -0.2%, Coupling enz 1, PTAP TSG101 blk -1%, S-ASM inh -2%, Menin MLL FP TR -1%, BCR signal inh 2%, PKM2 activator -11% and GALK inhibitor -2%.
CC(C)[C@H](NC(=O)c1ccccc1)C(=O)OCC(=O)c1ccc(S(=O)(=O)N2CCCCC2)cc1 was read as Integrin act MD -8%, Tb PFK inh 3%, Giardia killer -23, B2AR arrestin 0.1%, PTAP TSG101 blk -2%, S-ASM inh -1% and BCR signal inh 0%.
For Oc1cc(Cc2ccccc2)cnc1CN1CCOCC1 the results were Integrin act MD -17%, Tb PFK inh 0%, Giardia killer 3, B2AR arrestin -1.8%, Coupling enz 1, PTAP TSG101 blk -1%, S-ASM inh 0%, Menin MLL FP TR 2%, BCR signal inh 2%, PKM2 activator 0% and GALK inhibitor 1%.
Cc1cc(-c2cc(C(=O)NCc3ccccc3)on2)nc(S(C)(=O)=O)n1 was read as Integrin act MD -4%, Tb PFK inh -9%, Giardia killer -2, B2AR arrestin -0.7%, Coupling enz 4, PTAP TSG101 blk 0%, S-ASM inh -6%, BCR signal inh inconclusive, PKM2 activator 2% and GALK inhibitor 2%.
Screening CC(Sc1nnc(-c2ccccc2F)n1C1CC1)C(=O)NCc1ccco1 (stereo unspecified) returned Integrin act MD -41%, Tb PFK inh -7%, Giardia killer -24, B2AR arrestin 0.0%, PTAP TSG101 blk 0%, S-ASM inh 3% and BCR signal inh 9%.
For COc1ccc2[nH]cc(CCNC(=O)COc3ccc4ccc(=O)oc4c3)c2c1 the results were Integrin act MD -11%, Tb PFK inh 3%, Giardia killer -1, B2AR arrestin -0.5%, Coupling enz -1, PTAP TSG101 blk -2%, S-ASM inh 0%, Menin MLL FP TR 5%, BCR signal inh -1% and PKM2 activator 0%.
`Cn1cccc1C(=O)NCCc1ccccc1` gave Integrin act MD 26%, Tb PFK inh 1%, Giardia killer -11, B2AR arrestin 0.4%, Coupling enz -3, PTAP TSG101 blk 2%, S-ASM inh -9%, Menin MLL FP TR -15%, BCR signal inh inconclusive, PKM2 activator -27% and GALK inhibitor -2%.
For O=C(c1cccc(F)c1)N1CCCN(C(=O)c2cccc(F)c2)CC1 the results were Integrin act MD -20%, Tb PFK inh 0%, Giardia killer 3, B2AR arrestin -0.4%, Coupling enz 5, PTAP TSG101 blk -2%, S-ASM inh 2%, Menin MLL FP TR -1%, BCR signal inh -3%, PKM2 activator 7% and GALK inhibitor 1%.
O=C(NS(=O)(=O)Nc1ccc(Br)cn1)c1c[nH]c2ccccc12 was read as Integrin act MD 0%, Tb PFK inh 0%, Giardia killer 14, B2AR arrestin -0.6%, Coupling enz 4, PTAP TSG101 blk 1%, S-ASM inh 4%, Menin MLL FP TR 17%, BCR signal inh 8%, PKM2 activator 2% and GALK inhibitor -4%.
`CC(NC(=O)CN1CCN(c2ncccn2)CC1)c1ccc(F)cc1` (stereo unspecified) gave Integrin act MD 4%, Tb PFK inh -4%, Giardia killer 4, B2AR arrestin 0.2%, Coupling enz -4, PTAP TSG101 blk -3%, S-ASM inh 1%, Menin MLL FP TR -23%, BCR signal inh -9%, PKM2 activator -4% and GALK inhibitor -3%.
Screening CCCNC(=S)Nc1ccc(F)cc1F returned Integrin act MD -33%, Tb PFK inh -4%, Giardia killer 3, B2AR arrestin 0.2%, Coupling enz 7, PTAP TSG101 blk 3%, S-ASM inh -1%, BCR signal inh 4%, PKM2 activator -7% and GALK inhibitor 0%.
CCCn1c(SCC(=O)c2ccc(CC)cc2)n[nH]c1=O was read as Integrin act MD -1%, Tb PFK inh -2%, Giardia killer -29, B2AR arrestin 7.3%, Coupling enz -1, PTAP TSG101 blk 0%, S-ASM inh 1%, Menin MLL FP TR 15%, BCR signal inh -18%, PKM2 activator -5% and GALK inhibitor 4%.
O=C(COc1nc2ccccc2nc1N1CCOCC1)NC1CCCCC1 was read as Integrin act MD 25%, Tb PFK inh 1%, Giardia killer -2, B2AR arrestin 2.1%, Coupling enz 0, PTAP TSG101 blk -8%, S-ASM inh 0%, Menin MLL FP TR -4%, BCR signal inh 1%, PKM2 activator -1% and GALK inhibitor 2%.
`O=C(CSc1ccc(Br)cc1)NCC(c1ccco1)N1CCCCC1` (stereo unspecified) gave Integrin act MD -9%, Tb PFK inh -6%, Giardia killer 2, B2AR arrestin -0.2%, PTAP TSG101 blk -4%, S-ASM inh 3% and BCR signal inh 4%.
For CC(C)[C@H](NC(=O)c1ccc(Cl)c([N+](=O)[O-])c1)C(=O)NCc1ccc(F)cc1 the results were Integrin act MD 29%, Tb PFK inh 6%, Giardia killer 17, B2AR arrestin -2.5%, Coupling enz 3, PTAP TSG101 blk 0%, S-ASM inh 0%, Menin MLL FP TR 2%, BCR signal inh 1%, PKM2 activator -2% and GALK inhibitor 0%.
Screening O=c1[nH]cnc2c1ncn2C1OC(CO)C(O)C1O (stereo unspecified) returned Giardia killer 1, Coupling enz 1&-1&-1, PTAP TSG101 blk -1%, S-ASM inh -11% and Menin MLL FP TR -18%.
`COC(=O)Nc1ccc(S(=O)(=O)Nc2cc(OC)nc(OC)n2)cc1` gave Integrin act MD 25%, Tb PFK inh -3%, Giardia killer 8, B2AR arrestin -0.8%, Coupling enz 4, PTAP TSG101 blk 4%, S-ASM inh 1%, Menin MLL FP TR 7%, BCR signal inh 1%, PKM2 activator 1% and GALK inhibitor -5%.
`C/C(=N/NC(=O)CNC(=O)c1cccnc1)c1ccc(Cl)cc1` gave Integrin act MD 5%, Tb PFK inh -9%, Giardia killer -8, B2AR arrestin 0.3%, Coupling enz 2, PTAP TSG101 blk -2%, S-ASM inh -2%, Menin MLL FP TR 14%, BCR signal inh 1% and GALK inhibitor -3%.
Screening CCCOC(=O)c1ccc(NC(=O)c2ccc(Br)o2)cc1 returned Integrin act MD -26%, Tb PFK inh 6%, Giardia killer 8, B2AR arrestin -0.2%, Coupling enz -2, PTAP TSG101 blk 0%, S-ASM inh -9%, Menin MLL FP TR 21%, BCR signal inh -2%, PKM2 activator 2% and GALK inhibitor 1%.
`Nc1c(C(=O)NCc2cccnc2)sc(=S)n1-c1ccccc1` gave Integrin act MD 21%, Tb PFK inh inconclusive, Giardia killer 21, B2AR arrestin -1.1%, Coupling enz -7, PTAP TSG101 blk -1%, S-ASM inh 0%, Menin MLL FP TR -10%, BCR signal inh -3%, PKM2 activator 8% and GALK inhibitor 0%.
`N#Cc1ccc(C(=O)Nc2cc(C3CC3)nn2-c2ccccc2)cc1` gave Integrin act MD -30%, Tb PFK inh -3%, Giardia killer 19, B2AR arrestin 0.0%, PTAP TSG101 blk -1%, S-ASM inh 3% and BCR signal inh 4%.
CCOC(=O)CC1C(=O)NCCN1C(=O)c1ccc(C)cc1 (stereo unspecified) was read as Integrin act MD -13%, Tb PFK inh 3%, Giardia killer 0, B2AR arrestin 0.1%, Coupling enz -4, PTAP TSG101 blk -3%, S-ASM inh 0%, Menin MLL FP TR 1%, BCR signal inh 1% and GALK inhibitor -2%.
For O=C(NCc1ccc(F)cc1)c1cc(C(=O)C2CC2)c[nH]1 the results were Integrin act MD 11%, Tb PFK inh -7%, Giardia killer 0, B2AR arrestin 0.2%, PTAP TSG101 blk -4%, S-ASM inh -2%, BCR signal inh -5%, PKM2 activator 3% and GALK inhibitor -1%.
Screening O=C(CCNC(=O)c1ccccc1Cl)Nc1ccncc1 returned Integrin act MD 10%, Tb PFK inh 0%, Giardia killer -13, B2AR arrestin -0.6%, PTAP TSG101 blk -10%, S-ASM inh -2%, BCR signal inh -3%, PKM2 activator 1% and GALK inhibitor 4%.

These rows are one share of the data; rates above refer to the full screens.
